Screening data (PubChem)
HIF-2a inh = blocks HIF-2a reporter activity. 786-0 RCC cells HIF-2a reporter, luciferase luminescence, overnight. 360,000 tested, 0.72% active. inhibition, % at 18.8 µM;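 active = inhibition of the luminescence signal of 40% or more relative to plate controls, in a single-dose primary screen at 18.75 µM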
NR2E3 ag-1 = agonists of human nuclear receptor NR2E3 | Q9Y5X4 | GST-NR2E3/biotin-RetCOR TR-FRET, 1536-well | inhibition of corepressor binding, % at 4.78 µM | 320,000 tested, 0.12% active | AID 2300;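 active = percent inhibition above the cutoff of mean plus 3 SD of all tested compounds, set per screening campaign, cut at about 20% in these data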;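 also: 0% = DMSO wells and 100% = biotin wells as full block of FRET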
Target sequence (Q9Y5X4 whole entry, looked up): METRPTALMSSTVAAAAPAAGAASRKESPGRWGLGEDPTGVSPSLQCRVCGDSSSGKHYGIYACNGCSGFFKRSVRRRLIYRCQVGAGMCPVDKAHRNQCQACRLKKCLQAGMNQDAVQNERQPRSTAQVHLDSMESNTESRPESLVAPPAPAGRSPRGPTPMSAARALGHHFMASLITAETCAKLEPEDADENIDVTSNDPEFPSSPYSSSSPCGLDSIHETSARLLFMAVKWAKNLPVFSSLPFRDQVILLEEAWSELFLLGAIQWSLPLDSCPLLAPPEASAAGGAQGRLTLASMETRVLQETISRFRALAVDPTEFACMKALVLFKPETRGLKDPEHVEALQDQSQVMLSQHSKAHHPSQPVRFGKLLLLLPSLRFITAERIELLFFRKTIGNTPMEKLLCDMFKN
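Material: NR2E3–RetCOR corepressor complex | Quantity: 1.35 nM GST-tagged NR2E3 final | Schedule: 5 h at 4 °C | Replication: Singlicate compound wells | Reagent: RetCOR corepressor, biotinylated, 7 nM | Controls: Biotin wells as high control, 0.6% DMSO wells as low control | Signal: TR-FRET, Eu(K)-anti-GST donor, streptavidin-D2 acceptor, ex 340, em 617/671 nm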
TRPM1 prom inh = inhibitors of MITF-driven TRPM1 promoter in melanoma cells. SK-MEL-5 TRPM1 promoter luciferase, 24 h. inhibition, % at 12.5 µM. 330,000 tested, 0.83% active;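 active = mean inhibition across replicates of 60% or more, whatever share of single replicates reaches that level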; also: values of inactives mirror those of a sister screen read the other way
aDG glyco up = alpha-DG glycosylation activation; Pro5-aDG cells, alpha-DG glycosylation AlphaScreen (IIH6); 0% Pro5, 100% B10-LARGE cell signal; activation, % at 10 µM; AID 624168; 360,000 tested, 0.22% active;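 active = activation of at least 8% versus controls, or a plate z-score of at least 8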;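 also: Pro5 are CHO cells carrying HIG-tagged alpha-DG that lacks glycosylation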
KKLEB tox = CF airway cell cytotoxicity counter-screen; KKLEB CF airway cells viability, ATPlite luminescence, overnight; active compounds read low; cells stimulated with P. aeruginosa culture filtrate; activity change (cytotoxicity), % at 5 µM; 360,000 tested, 0.36% active;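 active = corrected activity change at or below -50% at 5 µM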
Shn3 inh set2 = Schnurri-3 reporter inhibition in Clone20 osteoblasts; Clone20 osteoblast Shn3 3'UTR firefly luciferase, 24 h; inhibition, % at 12.5 µM; 360,000 tested, 0.52% active; AID 588674;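 active = mean inhibition of at least 75% with every replicate also reaching 75%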;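 also: 0% = median of neutral control wells and 100% = pilot-screen positive control compound; some compounds past the cut are filed as inactive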
TWEAK Fn14 block = blocks TWEAK-Fn14 interaction in a reporter cell assay. TWEAK-stimulated Fn14 reporter cells, luciferase luminescence, 8 h. inhibition, % at 10 µM. 360,000 tested, 2% active; in the data active = inhibition above about 50%
CF NFkB inh = blocks PAF-induced NF-kB reporter in cystic fibrosis cells | AID 588850 | 360,000 tested, 0.86% active | inhibition, % at 5 µM | KKLEB NF-kB-GFP reporter, GFP fluorescence overnight;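 active = at least 50% inhibition at 5 µM, scaled per plate between neutral and stimulator controls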;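 also: PAF is a Pseudomonas aeruginosa culture filtrate used as stimulus; plate controls were PAF-stimulated DMSO wells for no effect and unstimulated DMSO wells for full effect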
hiPSC survival = enhancers of human iPSC single-cell survival | survival enhancement, % at 20 µM | hiPSC single-cell survival, ATPlite luminescence; 100% = ROCK inhibitor wells, 0% = DMSO | 360,000 tested, 0.044% active | AID 602274; in the data active = survival enhancement above about 18%;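 also: cells exposed to compounds for 16 hours before the ATP read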
NR2E3 ag-2 = agonists of human NR2E3 nuclear receptor; Q9Y5X4; CHO-S Gal4-NCOR/VP16-NR2E3 two-hybrid, luciferase; inhibition of corepressor binding, % at 3.98 µM; 360,000 tested, 0.35% active; AID 602229;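 active = inhibition above the mean of all tested compounds plus 3 SD, cut at about 70% in these data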;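 also: 0% = DMSO with NR2E3 transfected cells and 100% = cells lacking NR2E3 construct; higher means lower luciferase signal from less NR2E3 corepressor binding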
Peg3 promoter = inhibitors of Peg3 promoter. HeLa PEG-Prom luciferase reporter, luminescence, overnight. 360,000 tested, 1.7% active. inhibition, % at 20 µM. AID 588405;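 active = inhibition of at least 50% at 20 µM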
* marks the source's active call; other numbers are inactive results; · = not tested or not shown. Rows were taken by chance (roughly 4.4% active in at least one column).

SMILES | HIF-2a inh | NR2E3 ag-1 | TRPM1 prom inh | aDG glyco up | KKLEB tox | Shn3 inh set2 | TWEAK Fn14 block | CF NFkB inh | hiPSC survival | NR2E3 ag-2 | Peg3 promoter
CC(=O)C[C@H](O)CC(=O)[C@H]1OC(=O)CCCCC/C=C/Cc2ccccc21 | 18 | · | -10 | 0.1 | 6 | -8 | 2 | -17 | -3.2 | 4 | -8
NS(=O)(=O)c1cnccc1Nc1ccc(Cl)c(Cl)c1 | 19 | 0 | 1 | -0.3 | -3 | 4 | -1 | 28 | -1.6 | 4 | 17
Cc1cc(C)c(S(=O)(=O)N2CCCCC2CCNC(=O)C(=O)NC2CC2)c(C)c1 (stereo not given) | 5 | 0 | 4 | 0.3 | -2 | 63 | -45 | 2 | -0.3 | -13 | 19
CC(=O)Nc1ccc(NC(=O)COC(=O)C2CCCCC2)cc1 | -14 | · | -10 | 0.0 | 4 | -11 | -9 | 4 | -0.4 | 0 | -9
Cn1c(=NC(=O)C(C)(C)C)sc2cccc(F)c21 | -63 | -2 | -15 | -0.1 | -10 | · | -29 | -5 | -0.8 | 17 | -27
CSc1sc(C(=O)NC(=O)NCc2cccnc2)c(C)c1-c1ccon1 | 17 | -5 | -3 | 0.2 | -14 | 35 | 12 | 22 | -0.5 | -26 | 17
NC(CO)C12CC3CC(CC(C3)C1)C2 (stereo not given) | 21 | 7 | 0 | 0.2 | -3 | -4 | -15 | 8 | -0.5 | 15 | -9
COc1ccc(-c2c(-c3ccccc3OC)oc3ccccc23)cn1 | -103 | 2 | -28 | 0.2 | -1 | -15 | -14 | -23 | -0.5 | -9 | -69
O=C(c1cccs1)N(C(=O)c1cccs1)c1ccccn1 | -135 | 7 | -25 | 0.0 | 7 | -48 | -19 | 11 | -0.7 | -65 | -133
COC(=O)c1ccccc1S(=O)(=O)N1CCC(C(=O)N2CCC2)CC1 | 0 | -2 | -1 | 0.2 | 32 | -26 | 2 | -7 | -0.3 | 22 | -8
COc1cccc(N2CCN(C(=O)C3CCCN(S(=O)(=O)c4ccc5c(c4)oc(=O)n5C)C3)CC2)c1 (stereo not given) | 11 | 1 | 22 | 1.3 | 10 | 72 | 15 | 10 | 0.2 | 10 | 1
CC1Sc2ccc(S(=O)(=O)N3CCN(c4ccccc4)CC3)cc2NC1=O (stereo not given) | 7 | 2 | 15 | 1.4 | -1 | 28 | 13 | -5 | 0.8 | 42 | -1

Part of the list above in order of number of heavy atoms, lowest first.
SMILES | HIF-2a inh | NR2E3 ag-1 | TRPM1 prom inh | aDG glyco up | KKLEB tox | Shn3 inh set2 | TWEAK Fn14 block | CF NFkB inh | hiPSC survival | NR2E3 ag-2 | Peg3 promoter
CC(=O)Nc1ccc(NC(=O)COC(=O)C2CCCCC2)cc1 | -14 | · | -10 | 0.0 | 4 | -11 | -9 | 4 | -0.4 | 0 | -9
CSc1sc(C(=O)NC(=O)NCc2cccnc2)c(C)c1-c1ccon1 | 17 | -5 | -3 | 0.2 | -14 | 35 | 12 | 22 | -0.5 | -26 | 17
CC(=O)C[C@H](O)CC(=O)[C@H]1OC(=O)CCCCC/C=C/Cc2ccccc21 | 18 | · | -10 | 0.1 | 6 | -8 | 2 | -17 | -3.2 | 4 | -8

(list continues)
SMILES | HIF-2a inh | NR2E3 ag-1 | TRPM1 prom inh | aDG glyco up | KKLEB tox | Shn3 inh set2 | TWEAK Fn14 block | CF NFkB inh | hiPSC survival | NR2E3 ag-2 | Peg3 promoter
COc1ccc(C2C3=C(CC(C)(C)CC3=O)N(C)C3=C2C(=O)CC(C)(C)C3)cc1 | 17 | -3 | 4 | -0.2 | 1 | -2 | 7 | -4 | -0.2 | -28 | 7
O=C(NCCN1CCCCC1)c1cc(OCC(F)(F)F)ccc1OCC(F)(F)F | 19 | 2 | 8 | 0.5 | 3 | 2 | -2 | -6 | -2.2 | 25 | -60
Cc1ccc(NC(=S)N2CCCC(c3nc4ccccc4[nH]3)C2)cc1 (stereo not given) | 3 | 2 | 5 | 0.1 | 1 | -9 | 6 | 1 | -0.5 | -9 | 15
Cc1cc(=O)[nH]c(N/N=C/c2ccc(F)cc2)n1 | -42 | · | -27 | 0.0 | 5 | -6 | 8 | -14 | -0.6 | -3 | -37
O=C(NCC(c1cccs1)N1CCOCC1)c1cc2ccccc2oc1=O (stereo not given) | -2 | · | · | -0.1 | 2 | -23 | -18 | -4 | -2.2 | 5 | 8
COc1ccc(COC(=O)C2CCN(S(=O)(=O)c3ccc(Cl)cc3)CC2)cc1 | 6 | 1 | -5 | 0.1 | 9 | 1 | -3 | 7 | 0.1 | -5 | 7
CC(=O)N1CCc2cc(S(=O)(=O)N3CCCCCC3)ccc21 | 13 | -3 | 13 | -0.1 | -9 | 8 | -10 | -1 | 1.0 | 22 | 3
O=C(CCSCCC(=O)NN=Cc1cccc(Cl)c1)NN=Cc1cccc(Cl)c1 | -11 | · | 0 | 0.2 | 3 | -31 | 18 | -5 | -0.6 | -9 | 12
CCCCN(C)CC(O)Cn1cc(/C=C/C(=O)c2ccc(C)cc2)c2ccccc21 (stereo not given) | -52 | -1 | 7 | -0.3 | -8 | -2 | 5 | 16 | -0.8 | 5 | 100*
Cc1ccnc(SCC(=O)c2ccc([N+](=O)[O-])cc2)n1 | 5 | 2 | 12 | -0.3 | -7 | 7 | -3 | 4 | -2.5 | -5 | -8
CN(C)CCNC(=O)C(C(=O)c1ccc(F)cc1)n1ccccc1=O (stereo not given) | 18 | 0 | -12 | 0.0 | 10 | -13 | -12 | -18 | -3.0 | 6 | 15
CCOC(=O)c1[nH]c(C)c(C(=O)c2cc(F)ccc2F)c1C | -71 | -3 | 14 | 0.1 | -13 | -9 | -14 | 38 | 4.1 | -23 | -37
CSc1ccc(NC(=O)NN(c2ccccc2)C2CCS(=O)(=O)C2)cc1 (stereo not given) | -26 | · | · | -0.2 | -2 | 1 | -20 | -5 | 0.0 | -38 | -20
O=C(O)CC/C(=N/Nc1ccc([N+](=O)[O-])cc1)C(=O)O | 13 | 3 | -2 | -0.1 | 11 | -17 | -10 | -17 | -0.7 | -23 | 13
CSc1ccc(CCNC(=O)C2CCCN(c3ncnc4c3nc3n4CCCCC3)C2)cc1 (stereo not given) | 10 | -2 | -4 | 0.2 | -4 | -7 | -7 | -6 | -0.5 | -13 | 14
CCOc1cc2[nH]c(=O)n(CCCC(=O)N(C)Cc3ccccc3)c(=O)c2cc1OCC | 26 | 0 | 10 | 0.0 | 6 | 7 | -12 | 6 | 0.4 | 25 | -1
CC(C)NC(=O)CN1CCC(O)(c2ccccc2)CC1 | -4 | -3 | 8 | -0.1 | -6 | -17 | -19 | 6 | -0.8 | -5 | 11
COc1ccc(S(=O)(=O)N2CCN(CCc3ccccc3)CC2)cc1 | 7 | 2 | -4 | 0.0 | -1 | 12 | 7 | -18 | -0.6 | 12 | 2
Cc1cccc(CCNC(=O)c2cc(S(=O)(=O)N3CCCC3)cn2C)c1 | 2 | 6 | · | 0.2 | -11 | -18 | -16 | 4 | -3.3 | 11 | 8
CC(C)(C)c1ccc(S(=O)(=O)N2CCN(CCC#N)CC2)cc1 | -10 | 2 | · | 0.0 | 3 | 12 | -6 | 35 | -4.6 | 7 | -5
c1ccc(Cn2cc(CN3CCCO3)c(-c3ccc4c(c3)OCO4)n2)cc1 | 17 | 1 | -8 | 0.0 | -11 | · | -14 | 9 | -0.6 | 5 | 7
CCOC(=O)NC1=NCC(C)S1 (stereo not given) | 7 | 0 | 4 | -0.1 | 8 | 28 | 0 | -14 | -0.5 | 1 | 0
COc1ccc(-c2oc(=O)c3cc(OC)c(OC)cc3c2C#C[C@]2(O)CC[C@H]3[C@@H]4CCc5cc(OC)ccc5[C@H]4CC[C@@]32C)cc1 | 3 | · | -9 | -0.1 | 9 | -52 | -29 | -7 | -2.3 | -8 | -6
CC(=O)Nc1ccc2nc(NC(=O)CS(=O)(=O)c3ccccc3)sc2c1 | -3 | -3 | 5 | 0.0 | 7 | -25 | 11 | -22 | 0.2 | -5 | -4

Just NR2E3 ag-1 and TWEAK Fn14 block, for five of the compounds above:
Structure,NR2E3 ag-1,TWEAK Fn14 block
Cc1cccc(CCNC(=O)c2cc(S(=O)(=O)N3CCCC3)cn2C)c1,6,-16
CC(C)(C)c1ccc(S(=O)(=O)N2CCN(CCC#N)CC2)cc1,2,-6
c1ccc(Cn2cc(CN3CCCO3)c(-c3ccc4c(c3)OCO4)n2)cc1,1,-14
CCOC(=O)NC1=NCC(C)S1 (stereo not given),0,0
COc1ccc(-c2oc(=O)c3cc(OC)c(OC)cc3c2C#C[C@]2(O)CC[C@H]3[C@@H]4CCc5cc(OC)ccc5[C@H]4CC[C@@]32C)cc1,·,-29

More records follow.
SMILES | HIF-2a inh | NR2E3 ag-1 | TRPM1 prom inh | aDG glyco up | KKLEB tox | Shn3 inh set2 | TWEAK Fn14 block | CF NFkB inh | hiPSC survival | NR2E3 ag-2 | Peg3 promoter
Cc1nnc(SCC(=O)NC(C)(C)C)n1NCc1ccc(Cl)cc1 | 5 | -1 | 0 | 0.0 | 0 | -14 | -9 | 1 | -0.7 | -11 | -3
COCCNC(=O)C(c1ccc(F)cc1)N(C(=O)CCC(=O)Nc1ccccn1)c1cccc(C)c1 (stereo not given) | 22 | -3 | 5 | -0.1 | 14 | 2 | -12 | -2 | -0.3 | 10 | 10
CC(C)(C)[C@H]1COC(=O)CCC/C=C/C[C@H](CC(=O)NCCO)C(=O)N1 | 18 | · | 3 | -0.2 | 2 | -7 | 11 | 7 | -0.4 | 1 | 1
O=S(=O)(Nc1cccc(S(=O)(=O)N2CCCC2)c1)c1ccc(Br)cc1 | 9 | · | · | 0.0 | 14 | -14 | 12 | -7 | 1.5 | 16 | -6

Complete entries from above. Order of screens: HIF-2a inh | NR2E3 ag-1 | TRPM1 prom inh | aDG glyco up | KKLEB tox | Shn3 inh set2 | TWEAK Fn14 block | CF NFkB inh | hiPSC survival | NR2E3 ag-2 | Peg3 promoter
Shown for COCCNC(=O)C(c1ccc(F)cc1)N(C(=O)CCC(=O)Nc1ccccn1)c1cccc(C)c1 (stereo not given) = 22 | -3 | 5 | -0.1 | 14 | 2 | -12 | -2 | -0.3 | 10 | 10
Shown for CC(C)(C)[C@H]1COC(=O)CCC/C=C/C[C@H](CC(=O)NCCO)C(=O)N1 = 18 | · | 3 | -0.2 | 2 | -7 | 11 | 7 | -0.4 | 1 | 1
